Assay outcomes deposited in PubChem by several laboratories.
Myeloid diff 2: promotes myeloid progenitor differentiation; AID 624256; calls only at 10 µM; 360,000 tested, 1% active; ER-HoxA9 myeloid progenitors, lysozyme-GFP differentiation, flow cytometry;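 active = normalized GFP-positive differentiation at or above the plate's own cutoff, the solvent-only control mean plus 3 SD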;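 also: cells exposed to compound for four days before flow analysis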
West Nile virus CPE: inhibition of WNV-induced cytopathic effect – cell-based, CPE readout (AID 1621) | West Nile virus-infected cells, CPE inhibition; higher % means a stronger effect | CPE inhibition, % at 10 µM, or IC50 in µM where a hit was titrated | 290,000 tested, 0.02% active; in the data active = a potency from the dose series; also: strong numbers were not always called active
T cell modulator: T cell immune modulation candidate. 2C CD8+ T cell-vesicle binding, flow cytometry; active compounds read low. calls only at 7 µM. 330,000 tested, 0.068% active. AID 2052;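 active = response, share of CD8 T cells binding vesicles, and their 90th percentile fluorescence all below set limits, cut at about 80% in these data, passing the limit was not always enough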
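Test system: purified 2C TCR transgenic mouse naive CD8+ T cells. Probe or stimulus: QL9-peptide-loaded Drosophila micro-vesicles bearing Ld, ICAM-1 and B7-1. Incubation: binding step 1.5 h, 37 °C, antibody labelling 20 min, ice. Measured by: flow cytometry of vesicle-bound cells.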
MgcRacGAP inhibition: MgcRacGAP GTPase-activating activity inhibitors, confirmation, biochemical, ADP Hunter fluorescence | MgcRacGAP-stimulated Rac1 GTP hydrolysis, ADP Hunter fluorescence; higher % means a stronger effect; GST-tagged Rac1 F28L mutant substrate | inhibition, % at 30 µM; hits with a dose series show IC50 in µM | 340,000 tested, 0.6% active | AID 624330;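 active = first-screen hits whose inhibition reached a set limit at any dose in the follow-up dose series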;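 also: fluorescence reports GDP produced by GAP-driven GTP hydrolysis; strong numbers were not always called active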
bCat nuc transl: modulators of beta-catenin nuclear translocation. HeLa beta-catenin nuclear translocation, immunofluorescence imaging. nuclear translocation activity, % at 5 µM. 190,000 tested, 0.3% active. AID 1665;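 active = nuclear translocation activity above 50% at 5 µM, with a well cell count of 50 or more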;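 also: per-cell ratio of nuclear to cytoplasmic median beta-catenin stain intensity; plate controls were DMSO negative control for no effect and GSK-3 inhibitor IX positive control for full effect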
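Assay system: human HeLa cells, native beta-catenin; doses: 5 µM primary, 0.02–20 µM confirmation; incubation: compound treatment 24 h, 37°C, 5% CO2; technique: fluorescence imaging of beta-catenin antibody stain plus DAPI; measure: % activation, nuclear-to-cytoplasmic median beta-catenin signal ratio per cell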
bCat nuc transl cell count 5 µM: further read-out of bCat nuc transl, marked with its call; cell count; measured here: cell count, cytotoxicity flag
T cell modulator vesicle-bound %: second read-out of T cell modulator, no call of its own (marks repeat the call); double positive events, %; measured here: CD8+ vesicle-bound cell fraction;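 binding gate set so that unloaded-vesicle control wells show 10% double positive cells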
Myeloid diff 2 GFP+ MAC1+ %: also measured in Myeloid diff 2; calls as there; GFP+ MAC1+ double positive, %; measured here: differentiation confirmed by MAC1 staining
* = called active by the depositor; i = inactive; x = no result given; + = active, no number. Only part of the results is shown. The share of hits here may be higher or lower than overall.

SMILES	Myeloid diff 2	Myeloid diff 2 GFP+ MAC1+ %	West Nile virus CPE	T cell modulator	T cell modulator vesicle-bound %	MgcRacGAP inhibition	bCat nuc transl	others
O=C(c1ccc(N2C(=O)C3C4CC(C(Br)C4Br)C3C2=O)cc1)N1CCCCC1 (stereo unspecified)	i	0.0	0.0%	x	x	10%	x
COc1ccccc1-c1c(C)oc2c(CN3CCCC(C)C3)c(O)ccc2c1=O (stereo unspecified)	i	1.3	0.5%	x	x	3%	x
COc1ccccc1CN1CC(C(=O)NCc2ccc(SC)cc2)CCC1=O (stereo unspecified)	i	0.2	-0.8%	x	x	6%	x
NC(=O)CSc1nnc(COc2ccccc2)n1C1CCCCC1	i	9.0	x	x	x	3%	-6.4	bCat nuc transl cell count 5 µM=1181
C=CCn1cnc2c(c1=O)c1nc3ccccc3nc1n2/N=C/c1cccc(OC)c1	i	0.4	x	x	x	7%	-4.2	bCat nuc transl cell count 5 µM=1146
CCSc1nc2sc3c(c2c(=O)n1C1CCCCC1)CCN(C)C3	i	0.5	x	x	x	6%	1.4	bCat nuc transl cell count 5 µM=1191
COc1ccc(N2CCCn3c2nc2c3c(=O)n(Cc3ccc(F)cc3)c(=O)n2C)c(OC)c1	i	0.9	x	x	x	-1%	1.1	bCat nuc transl cell count 5 µM=1109
O=C(CCCC(=O)N1CCc2ccccc21)N1CCc2ccccc21	i	0.9	x	x	x	6%	0.7	bCat nuc transl cell count 5 µM=963
COc1cc(C2C(C(=O)c3sc(C)nc3C)=C(O)C(=O)N2CCN(C)C)cc(OC)c1OC (stereo unspecified)	i	0.5	x	x	x	12%	-1.2	bCat nuc transl cell count 5 µM=1193
CCCn1c(=O)c2ccccc2n2c(SCC(=O)c3cc(C)n(CCOC)c3C)nnc12	i	6.0	x	x	x	9%	0.1	bCat nuc transl cell count 5 µM=1195
C[C@H](CO)N1C[C@H](C)[C@@H](CN(C)Cc2ccncc2)Oc2c(NS(=O)(=O)c3cccs3)cccc2C1=O	i	0.7	x	i	15	12%	x
CCN(C(=O)COC(=O)CCNS(=O)(=O)c1ccccc1F)c1c(N)n(Cc2ccccc2)c(=O)[nH]c1=O	i	1.0	x	i	51	0%	x
CC(=O)c1ccc(NC(=O)COC(=O)CCC2CCCC2)cc1	i	0.4	x	i	36	-1%	x
CCN1C[C@@H]2[C@@H]3C(=O)N(Cc4ccccc4)C(=O)[C@@H]3[C@](CC)(C1=O)N2C(=O)c1ccc(C(F)(F)F)cc1	i	0.6	x	i	9	12%	x
Cc1noc(C)c1NC(=O)Nc1cccc2c1O[C@H](CN(C)C(=O)NC1CCCCC1)[C@@H](C)CN([C@H](C)CO)C2=O	i	0.5	x	i	15	4%	x
NC(=O)C1CCN(c2nc(-c3cccnc3)cs2)CC1	i	1.9	x	i	7	17%	x
O=C(/C=C/c1ccccc1[N+](=O)[O-])Nc1cccc(S(=O)(=O)NC2=NCCCCC2)c1	i	0.8	x	i	5	0%	x
Cc1ccc(CSc2nnc(-c3cccc4ccccc34)o2)cc1	i	2.1	x	i	8	3%	x
CCCCN(C(=O)C1CCCC1)c1c(N)n(Cc2ccccc2)c(=O)[nH]c1=O	i	1.1	x	i	30	7%	x
O=C(COc1cc(F)ccc1[N+](=O)[O-])NCC1CCCO1 (stereo unspecified)	i	0.5	x	i	39	3%	x
O=C1CCC/C=C\C[C@@H](CC(=O)N(CCO)Cc2ccccc2)C(=O)N[C@H](Cc2c[nH]c3ccccc23)CO1	i	2.4	x	i	14	27%	x
C[C@H]1NC(=O)[C@@]2(C)[C@H](c3ccccc3)[C@H]3COc4ccccc4[C@@H]3N2C1=O	i	2.9	x	i	39	10%	x
COc1ccc(CCC(=O)OCC(=O)NCc2ccc(OC)c(OC)c2)cc1OC	i	1.2	x	i	19	1%	x
NS(=O)(=O)c1ccc(CCNC(=O)c2ccc(Cl)c(S(=O)(=O)N3CCCCC3)c2)cc1	i	0.6	x	i	26	0%	x
O=C(COC(=O)c1ccc2ncsc2c1)Nc1ccc(OC(F)(F)F)cc1	i	0.4	x	i	42	12%	x
CC(=O)C[C@@H](O)CC(=O)[C@H]1OC(=O)CCCCCc2ccccc21	i	0.4	x	i	13	1%	x
CCOc1cc(N2CCOCC2)c(OCC)cc1NC(=O)CSc1ncccc1C(=O)O	i	0.6	x	i	54	10%	x
C[C@H](CO)N1C[C@H](C)[C@@H](CN(C)C(=O)Nc2ccccc2)Oc2ccc(NC(=O)Nc3ccccc3)cc2C1=O	i	0.7	x	i	6	6%	x
C[C@H](CO)N1C[C@H](C)[C@@H](CN(C)C(=O)Nc2ccccc2)Oc2ccc(NC(=O)c3ccncc3)cc2C1=O	i	0.9	x	i	2	6%	x
Cc1ccc(S(=O)(=O)N(C)C[C@@H]2Oc3ccc(NC(=O)CCC(F)(F)F)cc3CC(=O)N([C@@H](C)CO)C[C@@H]2C)cc1	i	0.6	x	i	8	3%	x
COc1ccc2sc(-c3ccc(S(C)(=O)=O)cc3)c(C#CCO)c2c1	i	0.5	x	i	17	-16%	x
COc1ccc(S(=O)(=O)N2CCN(c3cnccn3)CC2)cc1	i	1.2	x	i	48	0%	x
O=C(CNC(=O)c1ccccc1Cl)NCCc1cccs1	i	0.1	x	i	53	4%	x
O=C(Nc1ccccc1C(=O)NC1CC1)c1ccccc1	i	0.8	x	i	42	-7%	x
C=C[C@@]1(C)CCC(/C(C)=C/C=C/C(C)(C)O)C[C@@H]1C(=C)C (stereo partly specified)	i	1.2	x	i	52	1%	x
COc1ccc(NS(=O)(=O)c2ccc(C(=O)N(C)Cc3ccc(C)o3)cc2)cc1	i	1.1	x	i	31	8%	x
C[C@H](CO)N1C[C@H](C)[C@@H](CN(C)S(=O)(=O)c2ccc(F)cc2)Oc2ccc(NC(=O)Nc3ccc4c(c3)OCO4)cc2C1=O	i	0.7	x	i	15	7%	x
CN(CC(=O)Nc1ccc(F)cc1)C(=O)CN1C(=O)NC2(CCCCC2)C1=O	i	0.8	x	i	28	2%	x
CN(C(=O)CN1C(=O)NC2(CCCc3ccccc32)C1=O)C1CCCCC1 (stereo unspecified)	i	0.9	x	i	30	-1%	x
Cn1nnnc1Sc1ncnc2scc(-c3cccc4c3sc3ccccc34)c12	+	4.0*	x	i	25	9%	x
COC(=O)c1ccc(CNC(=O)COC(=O)/C=C/c2ccc(OC)c(OC)c2)cc1	i	1.3	x	i	46	1%	x
CC(C)n1nc(C(=O)Nc2cccc(S(=O)(=O)N3CCCCC3)c2)c2ccccc2c1=O	i	0.1	x	i	48	0%	x
CC(C)CCOc1ccc(C(=O)NNC(=O)CNC(=O)c2ccccc2F)cc1	i	1.1	x	i	51	2%	x
Cn1cccc1C(=O)OCC(=O)Nc1ccc2c(c1)OCCO2	i	0.8	x	i	25	-1%	x
C#CCOCCOCCOCCNc1nc(N2CCN(C(=O)[C@H](CC(N)=O)n3cc(C(N)[C@@H](C)CC)nn3)CC2)nc(N2CCN(C(=O)[C@H](CCC(=O)O)n3cc([C@@H](N)CCCCN)nn3)CC2)n1 (stereo partly specified)	i	2.0	x	i	12	5%	x
COc1ccc(C(=O)NNC(=O)CCc2nc3ccccc3c(=O)[nH]2)cc1	i	1.3	x	i	30	5%	x
Cc1ccc(SCC(=O)OCC(=O)NCCc2ccc(S(N)(=O)=O)cc2)c(C)c1	i	0.4	x	i	36	1%	x
O=C(NCc1cccc(F)c1)c1cccc2c1C(=O)c1ccc(N3CCOCC3)cc1S2(=O)=O	i	0.5	x	i	17	4%	x
CCc1ccc(-c2nc(SCC(=O)c3c(N)n(C)c(=O)n(C)c3=O)n[nH]2)cc1	i	1.0	x	i	35	5%	x
Cn1c2cc(Br)sc2c2cnn(Cc3c(F)cccc3Cl)c(=O)c21	i	0.8	x	i	16	-3%	x

Going on with the list:
SMILES	Myeloid diff 2	Myeloid diff 2 GFP+ MAC1+ %	West Nile virus CPE	T cell modulator	T cell modulator vesicle-bound %	MgcRacGAP inhibition	bCat nuc transl	others
O=C1CCC/C=C\C[C@@H](CC(=O)N(CCO)Cc2ccccc2)C(=O)NCCO1	i	1.2	x	i	8	3%	x
C=CCNS(=O)(=O)NC(=O)C1=C(N2CCCC2)COC1=O	i	2.5	x	i	7	6%	x
CCN1C(=NCCc2ccc(Br)cc2)N[C@@H](c2ccccc2)[C@H](C(=O)OC)[C@H]1C	i	1.0	x	i	22	9%	x
CCCSc1ccc([C@H]2N[C@@](Cc3ccccc3)(C(=O)OC)[C@H]3C(=O)N(C)C(=O)[C@@H]23)cc1	i	2.2	x	i	19	12%	x
O=C(Nc1ccc(-c2csc(Nc3ccc(Cl)cc3)n2)cc1)c1ccccc1	i	0.6	x	i	26	11%	x
COc1ccc(S(=O)(=O)N(C)C[C@H]2Oc3ccc(NC(=O)Cc4cn(C)c5ccccc45)cc3C(=O)N([C@@H](C)CO)C[C@@H]2C)cc1	i	1.0	x	i	37	4%	x
C/C(=C/CCC(C)(O)C1CC[C@@]2(C)[C@@H]3CC=C4[C@@H](CC[C@H](O[C@H]5O[C@@H](CO)[C@H](O)[C@@H](O)[C@@H]5O)C4(C)C)[C@]3(C)C(=O)C[C@]12C)CO[C@@H]1O[C@H](CO)[C@@H](O)[C@H](O)[C@H]1O (stereo partly specified)	i	2.0	x	i	13	11%	x

Structural class, the entries above containing an aryl methoxy group (twelve)
SMILES	Myeloid diff 2	Myeloid diff 2 GFP+ MAC1+ %	West Nile virus CPE	T cell modulator	T cell modulator vesicle-bound %	MgcRacGAP inhibition	bCat nuc transl	others
COc1ccccc1-c1c(C)oc2c(CN3CCCC(C)C3)c(O)ccc2c1=O (stereo unspecified)	i	1.3	0.5%	x	x	3%	x
COc1ccccc1CN1CC(C(=O)NCc2ccc(SC)cc2)CCC1=O (stereo unspecified)	i	0.2	-0.8%	x	x	6%	x
C=CCn1cnc2c(c1=O)c1nc3ccccc3nc1n2/N=C/c1cccc(OC)c1	i	0.4	x	x	x	7%	-4.2	bCat nuc transl cell count 5 µM=1146
COc1ccc(N2CCCn3c2nc2c3c(=O)n(Cc3ccc(F)cc3)c(=O)n2C)c(OC)c1	i	0.9	x	x	x	-1%	1.1	bCat nuc transl cell count 5 µM=1109
COc1cc(C2C(C(=O)c3sc(C)nc3C)=C(O)C(=O)N2CCN(C)C)cc(OC)c1OC (stereo unspecified)	i	0.5	x	x	x	12%	-1.2	bCat nuc transl cell count 5 µM=1193
COc1ccc(CCC(=O)OCC(=O)NCc2ccc(OC)c(OC)c2)cc1OC	i	1.2	x	i	19	1%	x
COc1ccc2sc(-c3ccc(S(C)(=O)=O)cc3)c(C#CCO)c2c1	i	0.5	x	i	17	-16%	x
COc1ccc(S(=O)(=O)N2CCN(c3cnccn3)CC2)cc1	i	1.2	x	i	48	0%	x
COc1ccc(NS(=O)(=O)c2ccc(C(=O)N(C)Cc3ccc(C)o3)cc2)cc1	i	1.1	x	i	31	8%	x
COC(=O)c1ccc(CNC(=O)COC(=O)/C=C/c2ccc(OC)c(OC)c2)cc1	i	1.3	x	i	46	1%	x
COc1ccc(C(=O)NNC(=O)CCc2nc3ccccc3c(=O)[nH]2)cc1	i	1.3	x	i	30	5%	x
COc1ccc(S(=O)(=O)N(C)C[C@H]2Oc3ccc(NC(=O)Cc4cn(C)c5ccccc45)cc3C(=O)N([C@@H](C)CO)C[C@@H]2C)cc1	i	1.0	x	i	37	4%	x
